# Compound activity: PubChem, several laboratories
# OX1R antag = antagonists of human orexin 1 receptor; O43613; CHO/OX1R cells, Fluo-8 calcium fluorescence, orexin A; 330,000 tested, 0.43% active; inhibition, % at 5 µM;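 active = inhibition above its plate's threshold, mean inhibition of all tested compounds on the plate plus 3 SD, cut at about 37% in these data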;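 note: 0% = orexin A challenge wells and 100% = SB-334867-A antagonist wells; not every result past the cut was called active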
# Target sequence (O43613 whole entry, looked up): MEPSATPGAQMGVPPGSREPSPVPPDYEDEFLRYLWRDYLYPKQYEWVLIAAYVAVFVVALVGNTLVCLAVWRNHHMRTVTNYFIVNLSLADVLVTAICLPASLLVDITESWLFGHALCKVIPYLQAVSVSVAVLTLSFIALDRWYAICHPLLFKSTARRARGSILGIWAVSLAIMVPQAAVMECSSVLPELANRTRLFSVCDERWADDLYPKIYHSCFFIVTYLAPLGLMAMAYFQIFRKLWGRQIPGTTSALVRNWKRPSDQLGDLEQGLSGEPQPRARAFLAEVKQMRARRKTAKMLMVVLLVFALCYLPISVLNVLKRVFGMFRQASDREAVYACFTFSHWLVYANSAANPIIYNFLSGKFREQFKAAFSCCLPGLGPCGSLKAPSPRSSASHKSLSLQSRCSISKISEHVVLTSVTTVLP
# CHT PAM = allosterically activates the human high affinity choline transporter. Q9GZV3. CHT-expressing cells, membrane potential dye, choline EC20; stronger effect = higher value; LV-AA mutant CHT in HEK293 cells. B-score at 10 µM. 310,000 tested, 0.49% active;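 active = initial fluorescence not abnormally high and integrated response B-score, plate-corrected, over 3 SD above library mean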
# Target sequence (Q9GZV3 whole entry, looked up): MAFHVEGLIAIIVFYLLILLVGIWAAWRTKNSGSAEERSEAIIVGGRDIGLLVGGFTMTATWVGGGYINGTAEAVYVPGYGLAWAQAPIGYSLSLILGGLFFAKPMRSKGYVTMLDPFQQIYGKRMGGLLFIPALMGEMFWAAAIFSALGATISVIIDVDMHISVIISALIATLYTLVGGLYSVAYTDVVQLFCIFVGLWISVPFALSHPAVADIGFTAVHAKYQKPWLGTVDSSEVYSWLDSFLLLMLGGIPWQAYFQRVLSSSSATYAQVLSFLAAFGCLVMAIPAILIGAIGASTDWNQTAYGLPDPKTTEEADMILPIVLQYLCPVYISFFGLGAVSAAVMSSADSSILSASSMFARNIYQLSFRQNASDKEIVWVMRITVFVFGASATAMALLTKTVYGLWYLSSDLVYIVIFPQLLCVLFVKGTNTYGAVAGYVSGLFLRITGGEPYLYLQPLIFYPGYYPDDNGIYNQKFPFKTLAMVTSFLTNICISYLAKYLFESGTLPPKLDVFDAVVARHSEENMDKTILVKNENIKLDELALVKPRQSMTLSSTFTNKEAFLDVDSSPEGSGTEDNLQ
# Numbers without * were called inactive; i = inactive; x = no result given.
SMILES,OX1R antag,CHT PAM
CCOc1ccc(CCNC(=O)COC(=O)/C=C/c2ccccc2OC)cc1OCC,-34,i
CCOCCCNC(=O)c1ccc2c(c1)ncn2-c1ccc(CC)cc1,-23,i
O=C(Nc1ccccc1F)C1CCCN1S(=O)(=O)c1ccc(Cl)cc1 (centres undefined),27,x
O=C(N/N=C/c1coc2ccc(Cl)cc2c1=O)c1cc(O)cc(O)c1,x,i
CC1CCc2c(sc(NC(=O)COC(=O)C3CCCO3)c2C#N)C1 (centres undefined),-4,i
O=c1[nH]cnc2c1c(-c1ccccc1)cn2-c1cccc(Cl)c1,-28,i
COc1ccc2c(CC(=O)OCC(=O)Nc3ccc(S(N)(=O)=O)cc3)coc2c1,-7,i
COc1ccc(OC)c(NC(=O)Nc2nnc(N3CCC(C)CC3)s2)c1,-19,i
COc1cccc(-c2nc3cc(C)ccc3o2)c1,3,i
Cc1ccc(NC(=O)CCN2C(=O)OC(C)(C)C2(C)O)cc1 (centres undefined),-3,i
CC(C)CCc1c(O)nc(SCC(=O)N2CCCCCC2)[nH]c1=O,-16,i
O=C(/C=C/c1ccco1)Nc1cccc(-c2nc3ccccc3[nH]2)c1,-27,i
O=S(=O)(c1ccc(NCCc2c[nH]c3ccccc23)nc1)N1CCOCC1,-12,i
COc1cc(NC(=O)C(F)(F)F)cc(OC)c1,-8,i
Cc1ccc(CN2CCN(Cc3cn[nH]c3-c3ccccc3)CC2CCO)o1 (centres undefined),-1,i
Cc1ccc(C(=O)Nc2ccccc2N2CCCCC2)cc1[N+](=O)[O-],-55,i
CCCC(C)NC(=O)c1cc(Cl)ccc1OC (centres undefined),-31,i
COC(=O)C1CCN(C(=O)COC(=O)c2cc([N+](=O)[O-])ccc2N2CCOCC2)CC1,-12,x
CCN1C(=O)[C@H]2[C@@H](c3ccc(-c4ccc5c(c4)OCO5)cc3)N[C@@](Cc3ccccc3)(C(=O)OC)[C@H]2C1=O,-7,x
COc1ccc(CN(C)C(=O)C(Cc2ccccc2)NC(=O)c2ccccc2)c(OC)c1 (centres undefined),-27,i
O=C(CCNS(=O)(=O)c1cccc(Cl)c1)OCC(=O)N1CCN(C(=O)c2ccco2)CC1,9,x
CN(C)S(=O)(=O)c1cccc(NC(=O)COC(=O)c2cc(=O)[nH]c(=O)[nH]2)c1,-3,i
Cc1ccc(NC2CC(=O)N(CCc3ccccc3)C2=O)cc1 (centres undefined),-20,i
CCCN1CCC(=O)N([C@H](CSc2ccccc2)CC(C)C)CC1,-25,i
O=c1oc(-c2cccs2)nc2ccccc12,-7,i
O=C1CCCN2N=C(SCC(=O)Nc3cccc(F)c3)SC2=N1,-10,i
Cc1ccsc1/C=N/NC(=O)CNC(=O)c1c(F)cccc1Cl,-2,i
Cn1cnc(S(=O)(=O)Nc2ccccc2C(=O)NCC2CC2)c1,-16,i
COc1ccc(C=C(c2nc3ccccc3s2)c2nc3ccccc3s2)cc1O,3,i
Cc1nc(CN2CCOCC2)cc(=O)[nH]1,6,i
COc1ccccc1OCc1cc(C(=O)NCCN2CCCC(O)C2)no1 (centres undefined),-13,i
Cc1ccc(C(=O)OCC(=O)NNC(=O)c2ccccc2)c(O)c1,-3,i
COc1ccc(C2C(C#N)=C(N)OC3=C2C(=O)CCC3)cc1Cn1nc(C)c([N+](=O)[O-])c1C (centres undefined),-26,i
COc1ccc(Nc2c3ccccc3nc3ccccc23)cc1,-13,i
CCCCCCCOc1ccc(C2(C)NC(=O)NC2=O)cc1 (centres undefined),-2,i
CC(C)(C)c1ccc(S(=O)(=O)NCCc2ccncc2)cc1,-21,i
CCc1ccc(C(=O)CSc2n[nH]c(C)n2)cc1,-11,i
Cc1ccc(S(=O)(=O)NCC(=O)OCC(=O)NCc2ccco2)cc1,-3,x
O=C(COc1ccccc1)NNC(=O)c1cccs1,9,i
CS(=O)(=O)N1CCC(C(=O)Nc2ccccc2)CC1,-7,i
CC1CCCCN1C(=O)NC12CC3CC(CC(C3)C1)C2 (centres undefined),-6,i
CCOc1ccc(C(=O)Nc2ccc(N3CCCC3)cc2)cc1,-20,i
CC(C)c1nc2cc(C(=O)N3CCNC(=O)C3c3cccc(F)c3)ccc2o1 (centres undefined),-19,i
O=C(NCCCN1CCCCC1)c1ccc(CS(=O)c2ccc(F)cc2)o1 (centres undefined),-6,i
O=C(COC(=O)c1ccc(S(=O)(=O)N2CCOCC2)cc1)NC1CCCCCC1,-6,i
O=C1CCCc2ccccc2N1Cc1ccc(Cl)cc1,-21,i
COc1cc2ccccc2cc1C(=O)Nc1ccc(Br)cn1,x,i
CC(=O)c1cccc(S(=O)(=O)N2CCN(c3ccccc3F)CC2)c1,-6,i
CC(C(=O)Nc1ccc2nccnc2c1)N1C(=O)C2C3C=CC(C3)C2C1=O (centres undefined),-10,i
CCn1c(SCC(=O)Nc2nc(C)c(C)s2)nnc1-c1cccnc1,-9,i

# 7 entries from above, as tab-separated lines:
canonical_smiles	OX1R antag	CHT PAM
CC1CCCCN1C(=O)NC12CC3CC(CC(C3)C1)C2 (centres undefined)	-6	i
CCOc1ccc(C(=O)Nc2ccc(N3CCCC3)cc2)cc1	-20	i
CC(C)c1nc2cc(C(=O)N3CCNC(=O)C3c3cccc(F)c3)ccc2o1 (centres undefined)	-19	i
O=C(NCCCN1CCCCC1)c1ccc(CS(=O)c2ccc(F)cc2)o1 (centres undefined)	-6	i
O=C(COC(=O)c1ccc(S(=O)(=O)N2CCOCC2)cc1)NC1CCCCCC1	-6	i
O=C1CCCc2ccccc2N1Cc1ccc(Cl)cc1	-21	i
COc1cc2ccccc2cc1C(=O)Nc1ccc(Br)cn1	x	i

# (list continues)
SMILES,OX1R antag,CHT PAM
COCCn1c(=S)[nH]c2cc(C(=O)N3CCc4ccccc43)ccc2c1=O,-2,i
O=C(Nc1ccc(Cl)cc1)N1CCCN(Cc2ccc(F)cc2)C1,-5,i
C/C(Cl)=C\Cn1c(O)c(N=O)c2ccccc21,-7,i
CCCc1ccc2oc(C(=O)NCc3nnc(C)o3)c(C)c2c1,x,i
CCOc1ccc(CCNC(=O)Nc2cccc(OC)c2)cc1OCC,-29,i
COc1ccc(NC(=S)N2CCN(C(=O)c3ccco3)CC2)c(OC)c1,-8,i
COc1ccc(NS(=O)(=O)c2cccc(C(=O)NCC(c3ccccc3)N(C)C)c2)cc1 (centres undefined),-22,i
CCN(CC)C1=N/C(=C\c2ccc(OC)cc2)C(=O)N1c1ccccc1,-33,i
CC1(C)OC(=O)N(c2ccccn2)C1(C)O (centres undefined),-12,i
O=C(Nc1nc2ccccc2s1)C1CC(=O)N(c2ccc(Br)cc2)C1 (centres undefined),-31,i
CC(=O)N1CCN(c2ccc(NS(=O)(=O)c3ccc(C)cc3)cc2)CC1,-16,i
Fc1ccc(N2CCN(Cc3ccccn3)CC2)cc1,1,i
CC(=O)OC1CCC2C3CCC4=CC(=O)CCC4(C)C3CCC2(C)[C@]1(C)O (some centres undefined),-5,i
CCN(CC)c1nc(N)c([N+](=O)[O-])c(NCCO)n1,-4,i
O=Cc1ccc(N2Cc3ccccc3C2)cc1,-7,i
Cn1ccnc1Sc1cc(Cl)ccc1[N+](=O)[O-],-42,i
Cc1ccc(S(=O)(=O)NNC(=S)NC(C)(C)C)cc1,-15,i
Nc1nn(-c2ccccc2)c(N)c1N=Nc1cccc(F)c1,-18,i
CCN(CC)S(=O)(=O)c1ccc(O)c(C(=O)OCC(=O)NC23CC4CC(CC(C4)C2)C3)c1,4,x
Cc1cc(N2CCCC2)c(C)cc1C=O,-21,i
C=CCn1c(SCc2ccc(Cl)cc2)nc2c1c(=O)[nH]c(=O)n2C,-29,i
CCCCN(C(=O)CSCC(=O)Nc1ccc(C)cc1)c1c(N)n(CCCC)c(=O)[nH]c1=O,-19,i
O=C(C1Cc2ccccc2CN1S(=O)(=O)c1cccs1)N1CCCCC1 (centres undefined),-18,i
CCC(C(=O)OCC(=O)N1C(C)CCCC1C)c1ccccc1 (centres undefined),-15,i
CC(=O)C1=C(O)C(=O)N(Cc2cccnc2)C1c1ccc(O)cc1 (centres undefined),-10,i
CCOC(=O)C1CCN(S(=O)(=O)c2cc(C(=O)OC)n(C)c2)CC1,4,i
Cc1cccc2nc(CSC(=N)N)c(Br)n12,-1,i
O=C(Nc1nc(-c2ccccn2)cs1)C1CC1,-6,i
CC1CCN(C(=O)Cn2c(=O)oc3ccccc32)CC1,-7,i
CSc1cccc(NC(=S)Nc2cc(C)ccc2C)c1,-15,i

# As entered above:
# In OX1R antag, `O=C(Nc1nc(-c2ccccn2)cs1)C1CC1` has the entry -6
# In OX1R antag, `O=C(C1Cc2ccccc2CN1S(=O)(=O)c1cccs1)N1CCCCC1` (centres undefined) has the entry -18

# (list continues)
SMILES,OX1R antag,CHT PAM
CCC(Oc1ccccc1)C(=O)Nc1nnc(C)s1 (centres undefined),-14,i
COc1ccc(OC)c(NC(=O)COC(=O)CNC(=O)c2ccc(OC)c(OC)c2)c1,-1,i
Cc1cc(C(=O)N(C)Cc2c(F)cccc2Cl)c2ccccc2n1,-18,i
O=C(NCc1ccc(Cl)cc1)c1cnn2ccccc12,-18,i
CC(C)OCCCNC(=O)C(=O)NCCCOC(C)C,-5,i
Fc1ccc(Nc2cccc3nccnc23)cc1,-24,i
O=C(O)COc1ccccc1/C=N/NC(=O)Cc1ccccc1,-11,i
CCOC(=O)C1=C(C)N=c2s/c(=C\c3cccc(OCC(=O)O)c3)c(=O)n2C1c1ccccc1 (centres undefined),x,i
Cc1ccccc1-c1nnc(-c2ccccc2)o1,-7,i
CCn1nc(NS(=O)(=O)c2ccccc2)c2cc3cccc(C)c3nc21,-20,i
CCc1ccc(OCC(=O)NNC(=O)CNC(=O)c2ccc(Br)o2)cc1,-9,x
CCc1ccc(/C=N/NC(=O)C(=O)NCCCN2CCOCC2)cc1,-12,i
Cc1cccc(-n2nc(C)cc2N)c1,-12,i
C/C(=N\N1CCN(C)CC1)c1ccc(OC(F)F)cc1,-7,i
COc1cccc(O[C@@H]2O[C@@H]3COC(C)(C)O[C@H]3[C@H](O)[C@H]2NC(C)=O)c1,-15,i
O=c1cc(N2CCN(c3ccccc3)CC2)[nH]c(=O)n1Cc1ccc(F)cc1,-23,i
CCN(Cc1ccccc1)S(=O)(=O)c1ccc(C(=O)Nc2nnc(C)o2)cc1,-25,i
COc1ccc(CNC(=O)C/C(C)=N/NC(=O)c2ccc([N+](=O)[O-])cc2Cl)cc1,-43,i
Cn1c(=O)c2c(ncn2CC(=O)OCC(=O)NCc2ccc(Cl)cc2)n(C)c1=O,-18,i
Cc1cc(=O)oc(C)c1C(=O)NCc1ccccc1,-15,i

# Four entries out of the list, ordered by heavy-atom count, low to high.
SMILES,OX1R antag,CHT PAM
Cc1cccc(-n2nc(C)cc2N)c1,-12,i
C/C(=N\N1CCN(C)CC1)c1ccc(OC(F)F)cc1,-7,i
CCN(Cc1ccccc1)S(=O)(=O)c1ccc(C(=O)Nc2nnc(C)o2)cc1,-25,i
COc1ccc(CNC(=O)C/C(C)=N/NC(=O)c2ccc([N+](=O)[O-])cc2Cl)cc1,-43,i

# New compounds follow.
SMILES,OX1R antag,CHT PAM
C[C@@H]1COC(=O)[C@H](CC(=O)OC(C)(C)C)C/C=C\C[C@@H](CC(=O)N(CCO)Cc2ccccc2)C(=O)N1,-23,x
O=C(Nc1cccc(C(=O)O)c1)/C(=C/c1cccc([N+](=O)[O-])c1)NC(=O)c1cccc(Br)c1,-1,i
CCCCCCCC(=O)NC1=NC(=O)C(C)(C)S1,-21,i
CC1CCN(C(=O)C(C)NCc2ccc(F)cc2)CC1 (centres undefined),-16,i
COc1cc(/C=N/NC(=O)c2ccncc2)ccc1OCc1cnc(Cl)s1,-12,i
NC(=O)COc1ccc(NC(=O)CC23CC4CC(CC(C4)C2)C3)cc1,-7,i
CCN(CC(=O)Nc1ccc(NC(C)=O)cc1)C(=O)CSc1nnc(-c2ccco2)n1CC,-12,i
CCOC(=O)C(C(=O)Nc1cccc(C)n1)C1CCCCC1 (centres undefined),-21,i
CC(Sc1nc2c(c(=O)n(C)c(=O)n2C)n1Cc1cc2c(cc1Cl)OCO2)C(=O)O (centres undefined),-8,i
CCCn1c(SCC(=O)N2CCN(C(C)=O)CC2)nc2sc3c(c2c1=O)CCC3,-26,i
COn1c(-c2ccccc2)nc2c1CCc1nonc1-2,-14,i
CC(Oc1ccc2c(c1)oc(=O)c1ccccc12)C(=O)NCCN1CCOCC1 (centres undefined),-20,i
COc1cccc(C(=O)Oc2c(CN3CCOCC3)cc(Cl)c3cccnc23)c1,-21,i
Cc1ccc(S(=O)(=O)c2nc(C)oc2N2CCOCC2)cc1,-12,i
CC(/C=N/NC(=O)Cn1nnc(N)n1)=C\c1ccc(C(C)C)cc1,-20,i
COc1ccc(C2CC(=O)c3c(C)nc(N4CCN(c5ccccc5)CC4)nc3C2)cc1 (centres undefined),-4,i
COc1cccc(C(=O)N(Cc2cc3cc(C)ccc3[nH]c2=O)C(C)C)c1,4,i
COC(=O)c1ccc(C)c(NS(=O)(=O)c2cn(C)nc2C)c1,0,i
O=S(=O)(Cc1ccccc1)N1CCCCCC1,-5,i
Cc1cc(C)cc(NC(=O)CN2CCN(C(=O)c3cccs3)CC2)c1,-30,x
CNc1snc(C)c1C(=O)OCC(=O)N(C)c1ccccc1,-9,x
CC1(C)CC(=O)c2c(O)cc(OCC(=O)NCCc3ccc(S(N)(=O)=O)cc3)cc2O1,-8,i
NC(=O)CC(NC(=O)Cc1ccc(Br)cc1)c1ccc(NCCN2CCCC2)c([N+](=O)[O-])c1 (centres undefined),-3,i
CCOC(=O)C1=C(C)NC(C)=C(C(=O)OCC)C1C(=O)OC1CCOC1=O (centres undefined),-21,i
COc1ccc2ccccc2c1CNC(=O)CC1C(=O)NCCN1CC(C)C (centres undefined),-18,i
